GC-B act: GC-B (human) receptor activation. P20594. HEK293-GC-B cells, CNP EC30, cGMP TR-FRET; 0% at EC30 CNP, 100% saturating CNP. activation, % at 10 µM. 0.11% of 370,000 active. AID 1920062;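 active = activation at 10 µM reaching about 35% in either raw or pattern-adjusted values, limit read from the data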
Target sequence (P20594 whole entry, looked up): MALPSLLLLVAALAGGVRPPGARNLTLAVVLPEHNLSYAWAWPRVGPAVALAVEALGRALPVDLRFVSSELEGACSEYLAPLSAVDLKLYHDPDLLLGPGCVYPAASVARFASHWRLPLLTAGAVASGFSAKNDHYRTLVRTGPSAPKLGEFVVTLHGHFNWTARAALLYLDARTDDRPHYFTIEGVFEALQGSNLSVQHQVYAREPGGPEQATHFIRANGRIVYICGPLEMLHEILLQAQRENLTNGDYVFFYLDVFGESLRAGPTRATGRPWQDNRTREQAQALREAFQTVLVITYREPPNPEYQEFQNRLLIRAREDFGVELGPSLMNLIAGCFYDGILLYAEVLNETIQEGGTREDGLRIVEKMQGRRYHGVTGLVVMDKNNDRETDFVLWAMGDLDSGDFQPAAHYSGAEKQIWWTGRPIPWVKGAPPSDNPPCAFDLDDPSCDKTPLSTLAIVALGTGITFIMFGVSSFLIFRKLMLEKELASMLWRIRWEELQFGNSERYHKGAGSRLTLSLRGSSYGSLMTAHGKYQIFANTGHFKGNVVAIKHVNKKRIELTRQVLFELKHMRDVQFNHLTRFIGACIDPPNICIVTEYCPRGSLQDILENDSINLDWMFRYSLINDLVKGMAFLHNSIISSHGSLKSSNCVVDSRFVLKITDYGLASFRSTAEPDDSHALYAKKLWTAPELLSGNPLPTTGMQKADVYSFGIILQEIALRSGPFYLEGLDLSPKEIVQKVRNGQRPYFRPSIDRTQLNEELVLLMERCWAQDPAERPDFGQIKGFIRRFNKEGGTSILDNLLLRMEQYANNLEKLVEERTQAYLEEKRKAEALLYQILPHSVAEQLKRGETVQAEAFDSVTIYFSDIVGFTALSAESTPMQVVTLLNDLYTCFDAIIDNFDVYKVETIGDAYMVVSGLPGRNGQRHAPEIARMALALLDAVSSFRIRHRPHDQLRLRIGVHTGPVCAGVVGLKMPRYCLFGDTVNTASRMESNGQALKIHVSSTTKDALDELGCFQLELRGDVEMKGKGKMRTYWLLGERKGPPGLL
TCR CD3 inh: inhibitors of human TCR-CD3 interaction; TAMRA-labeled TCR probe fluorescence, biochemical; inhibition, % at 9.4 µM; 0.37% of 360,000 active; in the data active = inhibition above about 19%;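 also: recombinant mutant TCR 2C K166C tagged with TAMRA read by polarization; 0% = receptor in buffer alone and 100% = receptor with positive control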
rCAG binder: r(CAG) repeat RNA binding | inhibition, % at 3 µM | 1.3% of 370,000 active | TO-PRO-1 dye displacement fluorescence;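 active = inhibition above the plate cutoff, the mean of all test compounds on that plate plus 3 SD, cut at about 35% in these data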;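 also: 0% = DMSO alone and 100% = 100 µM mitoxantrone as full dye displacement; higher means more dye released from RNA so lower well fluorescence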
GC-A act: GC-A (human) enzyme activation | P16066 | HEK293 GC-A cells, cGMP TR-FRET, EC30 ANP; 0% at EC30 ANP, 100% saturating ANP | activation, % at 10 µM | 0.14% of 370,000 active | AID 1671463; in the data active = activation above about 40%
HTRA1 inhibitor: inhibitors of human serine peptidase HTRA1 | Q92743 | recombinant HTRA1, FP-rhodamine activity-based probe, fluorescence polarization | inhibition, % at 5.96 µM | 0.5% of 340,000 active | AID 504803; in the data active = inhibition above about 36%;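 also: 0% = enzyme with DMSO and 100% = wells lacking enzyme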
UHRF1 binding: human UHRF1 methylated DNA binding inhibitors; AID 687016; Q96T88; UHRF1 binding to methylated oligo, TR-FRET; 0.75% of 370,000 active; inhibition, % at 4.4 µM; in the data active = inhibition above about 21%;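 also: UHRF1 SRA domain binding a hemimethylated CpG hairpin DNA probe; 0% = median of test compound wells and 100% = reference inhibitor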
MBD2 DNA inh: inhibitors of human MBD2 binding to methylated oligonucleotide | Q9UBB5 | TR-FRET | inhibition, % at 4.4 µM | 0.31% of 370,000 active; in the data active = inhibition above about 13%
mABHD4 FP: inhibitors of mouse ABHD4; inhibition, % at 8.92 µM; Q8VD66; 0.54% of 370,000 active; purified mABHD4, FP-Rh probe fluorescence polarization;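 active = inhibition exceeding the mean over every tested compound plus 3 SD, cut at about 30% in these data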;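 also: 0% = plate median of compound wells and 100% = S159A mutant with DMSO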
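assay system = mABHD4 protein | compound dosing = single nominal dose of 8.92 µM, 0.89% DMSO final | read-out basis = percent inhibition of probe binding, normalized to plate controls | schedule = Enzyme–compound pre-incubation 45 min, then probe 60 min, both 25 °C | detection = fluorescence polarization, excitation 525 nm, emission 598 nm, BODIPY TMR filters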
SIAE primary: human SIAE inhibition, primary screen; SIAE FP-Rh probe binding, fluorescence polarization; inhibition, % at 9.66 µM; 0.69% of 370,000 active; AID 1053197;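 active = inhibition above a cutoff: mean of compounds within the control limits plus 3 SD of those, cut at about 17% in these data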;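 also: 0% = plate median of compound wells and 100% = probe without SIAE protein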
PRMT1 inh: inhibitors of human PRMT1. Q99873. recombinant PRMT1, activity-based probe fluorescence polarization. inhibition, % at 2.79 µM. 1.3% of 370,000 active. AID 652257;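 active = inhibition above about 21% made by adding two undisclosed values, limit read from the data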
The depositor's hits bear a star; · = no result given. This is a subset; the hit share may differ from the screen's.

Structure	GC-B act	TCR CD3 inh	rCAG binder	GC-A act	HTRA1 inhibitor	UHRF1 binding	MBD2 DNA inh	mABHD4 FP	SIAE primary	PRMT1 inh
CCOC(=O)/C(C#N)=C(/C)c1ccc(OC)cc1	-1	-11	1	6	2	1	1	-2	4	0
CCCC(=O)c1c(NC)cc(C)oc1=O	6	8	4	2	-6	-1	-2	3	-1	-2
Cc1ccc(C(=O)NNC(=O)c2ccc(-n3cncn3)c([N+](=O)[O-])c2)cc1	9	-11	-5	1	2	0	-2	5	6	4
CC(C)(C)c1ccc(S(=O)(=O)N2CCc3nc4ccccc4c(C(=O)O)c3C2)cc1	-2	-6	12	5	3	0	-1	6	-5	-1
COc1ccc(NC(=O)Nc2cccnc2)cc1	1	-2	0	6	9	-1	1	-1	-9	-1
Cc1nccc(-c2ccc3c(c2)OCO3)n1	2	3	1	2	1	-3	1	4	4	0
C[C@@H]1CN([C@@H](C)CO)C(=O)CCCn2nncc2CO[C@@H]1CN(C)S(=O)(=O)c1ccccc1F	9	2	4	1	1	2	-1	0	3	1
c1ccc(-n2cnc3cc(NCc4ccncc4)ccc32)cc1	5	-2	6	8	-2	0	-8	5	14	6
Cc1cc(C)c(C)c(S(=O)(=O)N2CCN(CC(=O)NC(=O)NCc3ccccc3)CC2)c1C	1	-1	0	6	-6	-2	2	-11	4	-2
CCN(CC)CCNC(=O)c1cn(CC)c2ccc(S(=O)(=O)N3CCOCC3)cc2c1=O	-1	-1	-4	5	2	3	1	1	-4	2
COC(=O)CN1C(=O)[C@H]2[C@@H](/C=C/c3ccccc3)N3C(=O)CN(Cc4ccc(-c5ccccc5)cc4)C(=O)[C@@]3(C)[C@H]2C1=O	3	3	3	14	-16	-1	-4	-13	0	-3
Cc1cc(C(=O)NNC(=O)Cc2ccc(Cl)c(Cl)c2)c(C)o1	1	-6	-1	1	-8	2	-1	6	-4	2
COCCCn1c(C)cc(C(=O)COC(=O)C23CC4CC(CC(O)(C4)C2)C3)c1C	-4	-1	-10	2	3	2	1	1	-4	-6
CCOc1cc(-c2ccc(N)c(OCC)c2)ccc1N	0	-3	-18	-1	35	-3	-1	13	12	16
O=C(Cn1cc2c(n1)CCCCC2)Nc1ccc(F)cc1F	1	2	0	4	·	1	-2	2	5	0
Cc1c(C(=O)NCCN(C)C)oc2ccc(S(=O)(=O)N3CCCC3)cc12	2	9	0	1	-4	0	5	3	-6	-1
CCOc1ccc(NC(=O)CCc2c(C)noc2C)cc1OC	4	11	3	2	-3	-2	-2	1	13	-3
CC(=O)NC(CC(=O)NCC(=O)Nc1ccc(F)c(F)c1)c1ccccc1 (centres undefined)	4	-4	0	3	8	1	-2	4	4	2
CCOC(=O)CSc1ccc2nnc(-c3ccccc3)n2n1	0	3	3	-1	-3	-1	-2	0	-1	-2
CCCCc1nc2ccccc2[nH]1	3	3	0	0	5	-3	-2	-1	7	-2

New compounds follow:
Structure	GC-B act	TCR CD3 inh	rCAG binder	GC-A act	HTRA1 inhibitor	UHRF1 binding	MBD2 DNA inh	mABHD4 FP	SIAE primary	PRMT1 inh
O=C(CSc1nc2ccccc2s1)NCc1ccc2c(c1)OCO2	1	3	1	4	-3	-4	-6	-4	4	-1
CCOC(=O)NNC(=O)NCCCCCCNC(=O)NNC(=O)OCC	7	5	0	0	2	-1	-3	3	-2	-4
Cc1ccc(NCc2cccnc2)c(Br)c1	1	2	-5	0	8	2	1	13	-3	0
CN1CCN(CC(=O)Nc2ccccc2C(F)(F)F)CC1	5	-7	-1	5	3	5	-5	21	-5	6
Cc1ccc(-n2ncc3c(=O)n(CC#N)cnc32)cc1C	-26	5	3	-20	11	0	-8	-2	1	-2
Cc1cc(C(F)F)n2ncc(C(=O)O)c2n1	-4	2	1	0	-2	0	-3	4	9	0
O=C(Nc1ccc2ncccc2c1)c1ccccc1	4	3	-1	3	15	-1	2	0	4	-2
CCOC(=O)c1c(C)[nH]c(C)c1S(=O)(=O)NCC1CCN(Cc2cccc(F)c2)CC1	2	6	-5	-1	-1	-3	-2	-4	2	-8
Cc1ccc(-n2ccnc2SCC(=O)O)cc1C	4	1	-1	2	-5	-2	1	-4	0	0
Cc1ccc(S(=O)(=O)N2CCN(C(=O)COC(=O)CCc3ccccc3)CC2)c(C)c1	3	-7	0	3	-12	13	7	9	-1	2
C[C@H](NC(=O)c1nc[nH]c1C(=O)NCCCCCNC(=O)OC(C)(C)C)C(=O)OCc1ccccc1	12	8	-12	-1	-12	0	-4	-9	4	0
CCOc1ccccc1N1CCN(C(=O)CNC(=O)c2ccc(OC)c(OC)c2)CC1	2	4	0	-3	7	0	2	3	-3	0
Cc1csc(N(C(=O)c2ccc(S(=O)(=O)N(C)C)cc2)c2ccccc2)n1	14	0	-2	3	4	1	5	7	1	-1
CCCCn1nc(NC(=O)c2cccs2)c2cc3cc(OC)ccc3nc21	9	3	0	11	-70	-1	-4	-7	-20	-1
CN(C(=O)c1ccncc1)C1CC(C)(C)N(O)C(C)(C)C1	-1	-3	-1	5	6	2	0	2	4	-2
COc1ccccc1NS(=O)(=O)c1ccc(C(=O)NCCCN2CCOCC2)cc1	2	-1	0	-1	5	0	-1	-6	-4	-5
Cc1ccc(CSc2nnnn2C)cc1	1	10	-2	2	6	0	4	2	2	2
Cc1cc(=O)n2c(n1)NC(Nc1cccc(C)c1C)=NC2c1ccc(F)cc1 (centres undefined)	0	5	10	6	·	2	5	-13	0	-1
CCOC(=O)C1=C(C(=O)OCC)C2N(Cc3ccc(C(F)(F)F)cc3)c3ccccc3[C@@]23C[C@@H](C(=O)OC)N(S(=O)(=O)c2cccs2)C3=N1 (some centres undefined)	1	3	8	-3	·	1	-1	-3	0	-1
Cn1c(SCC(=O)N2CCOCC2)nc2c(c1=O)SCC2	-1	-1	-4	2	-4	2	5	-1	1	0

Next part.
Structure	GC-B act	TCR CD3 inh	rCAG binder	GC-A act	HTRA1 inhibitor	UHRF1 binding	MBD2 DNA inh	mABHD4 FP	SIAE primary	PRMT1 inh
CCCNS(=O)(=O)c1ccc(CCC(=O)NCc2ccc3c(c2)OCO3)cc1	3	-4	-2	4	0	0	0	3	-3	0
N/C(=N\S(=O)(=O)c1cc(C(F)(F)F)cc(C(F)(F)F)c1)c1cccs1	1	-2	-2	-4	-12	-3	-1	-4	-8	0
CC(CS(=O)(=O)c1ccccc1[N+](=O)[O-])N1CCOCC1 (centres undefined)	-1	1	0	4	2	-2	-5	1	9	-1
COCCNC(=O)C1CCN(C(=O)c2cc3sccc3n2Cc2ccc(F)cc2)CC1	-4	-7	-4	-5	-2	1	-6	5	-3	5
O=C(Nc1nncs1)c1cccc(S(=O)(=O)N2CCCC2)c1	3	5	-1	1	-6	4	6	10	4	-2
CN(c1ccccc1)S(=O)(=O)c1cccc(NC(=O)CSc2nccc(=O)[nH]2)c1	-2	4	15	-5	-13	2	-3	-9	-26	1
COc1ccc(-c2nc(SC(CC(=O)NCCN3CCOCC3)c3cccs3)n[nH]2)cc1 (centres undefined)	-1	1	-2	-2	0	0	0	-3	11	-3
CS(=O)(=O)N(Cc1ccc(C(=O)NC2CCCCC2O)cc1)c1ccccc1 (centres undefined)	1	5	2	12	-2	-1	-3	7	-8	-3
N#Cc1ccccc1S(=O)(=O)N1CCN(C(=O)[C@H](Cc2ccccc2)NC(=O)c2ccco2)CC1	2	-1	6	-1	0	3	-1	4	2	-1
O=C1CCC([N+](=O)[O-])C(c2cc3c(cc2Br)OCO3)N1 (centres undefined)	4	2	-1	0	1	1	3	-1	-2	0
c1ccc(-c2cc3nc(NCC4CC4)nc(NCC4CCCCC4)c3s2)cc1	2	2	9	4	·	0	1	14	5	1
COc1ccccc1CNC(=O)C1CCN(S(=O)(=O)N2CC(C)CC(C)C2)CC1 (centres undefined)	2	-4	-10	-2	-2	-1	-4	-2	1	0
CCN(CC)C(=O)[C@H]1CC(CC(=O)NCCCN(C)C)C(=O)N2CCc3c([nH]c4ccccc34)[C@]12C (some centres undefined)	-1	5	1	5	8	-1	-1	5	4	0
COc1ccc(CCNC(=O)C(=O)NCc2cccs2)cc1OC	2	3	-5	4	1	2	4	7	2	2
CCn1c2c(c3cc(C(=O)O)ccc31)CCCC2=O	-1	1	4	-1	2	-1	-2	3	-3	-1
Cc1nc2ccccn2c1C(=O)N/N=C/c1cc(C)n(-c2ccc(Br)cc2)c1C	-8	3	10	-9	15	-4	-1	4	1	0
COCCn1c(SCC(=O)N2CCC(C)CC2)nc2c([nH]c3ccccc32)c1=O	5	7	-3	-1	1	-4	2	0	-1	-1
CCC(=O)Nc1c(-c2ccc(Cl)cc2)c(=O)c2ccccc2n1C	-3	3	0	1	-3	7	3	0	3	1
COc1ccc(NC(=O)CN2CCN(CC(=O)Nc3ccccc3Cl)CC2)cc1Cl	6	-2	-6	-2	-7	-1	-8	0	-2	-2
O=c1[nH]c(/C(Cl)=C/c2c(F)cccc2Cl)nc2cc(Cl)ccc12	1	2	2	-4	-7	-6	-7	2	1	-2

Following part.
Structure	GC-B act	TCR CD3 inh	rCAG binder	GC-A act	HTRA1 inhibitor	UHRF1 binding	MBD2 DNA inh	mABHD4 FP	SIAE primary	PRMT1 inh
COC(=O)c1ccccc1NC(=O)NCc1c(C)nn(C)c1C	-1	1	-2	-5	2	3	-3	-6	15	-11
CN(c1ccccc1)S(=O)(=O)c1cccc(NC(=O)COc2ccccc2)c1	-1	1	2	0	-21	5	2	-10	-13	0
Cc1ccc(Oc2cc(NC(=O)CCCn3nc([N+](=O)[O-])cc3C)cc([N+](=O)[O-])c2)cc1	-2	8	14	5	-51	-2	0	-41	-20	-1
NC(=O)C[N+]1(CC#CC(O)(c2ccccc2)c2ccccc2)CCCC1	4	1	-2	-1	-3	6	-3	-6	2	-1
Fc1ccccc1N1CCN(CCCNc2ccc3nncn3n2)CC1	-1	4	1	1	6	3	5	8	0	-2
S=c1[nH]c2nc(Cl)c(Cl)nc2[nH]1	-5	3	4	0	4	-3	-3	4	3	3
CN1CCCN(C(=O)C2CCN(c3ncnc4c3sc3cccc(F)c34)CC2)CC1	-5	·	8	7	·	0	4	1	-1	3
C[C@H](N)C(=O)N1CCC(C(=O)N[C@@H](Cc2ccccc2)C(=O)Nc2ccc(F)cc2)CC1	8	9	0	3	-6	1	-6	-3	7	-4
O=C(O)CSc1nnc(-c2ccc3c(c2)OCO3)n1-c1ccccc1	3	-2	0	1	7	2	0	7	1	0
C[C@H]1COc2cccc(N3CCCC3)c2S(=O)(=O)N1C	1	·	2	4	·	1	-1	7	-4	-1
COc1cccc(NC(=O)c2cnc(SCC(=O)NCc3ccc4c(c3)OCO4)n(C)c2=O)c1	7	11	2	3	-8	0	0	-1	-4	-1
OCCc1c[nH]c2cc(F)ccc12	-2	-6	5	0	-2	1	-3	-4	-1	1
O=C(Nc1cccc(C(F)(F)F)c1)c1csc([C@@H]2C[C@H](O)[C@@H](CO)O2)n1	4	-2	2	2	·	-2	0	-1	-6	-7
OCC[C@@H]1C[C@H](O)[C@@H](O)[C@]2(OCc3cc(Cl)ccc32)O1	2	6	2	3	·	0	0	-4	-2	-3
COCC(C)NC(=O)Cc1ccc(F)cc1 (centres undefined)	3	-1	-2	1	6	0	3	0	6	0
O=C(CSc1nnc(NC(=O)c2ccccc2)s1)NC1CCCC1	-4	1	-2	1	2	2	2	2	2	-2

Ordered by the number under UHRF1 binding (smallest number first): three from the list above
SMILES	UHRF1 binding
S=c1[nH]c2nc(Cl)c(Cl)nc2[nH]1	-3
OCCc1c[nH]c2cc(F)ccc12	1
Fc1ccccc1N1CCN(CCCNc2ccc3nncn3n2)CC1	3

High-throughput results as filed in PubChem.
